CHO-K1 Ca PAM = nonselective activator or artifact in parental CHO-K1 calcium assay; ATP EC20, Fluo-8 calcium fluorescence; 0% at ATP EC20, 100% at ATP max; activation, % at 3 µM; actives 0.02% (n = 360,000);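 active = activation above the run cutoff, the mean activation of all test compounds plus 3 SD, cut at about 40% in these data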;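 also: peak over basal fluorescence ratio in a 140 s read after ATP addition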
OXTR potentiate = potentiators of human oxytocin receptor. CHO-OTR cells, Fluo-8 calcium fluorescence, potentiator mode; 0% = oxytocin EC15, 100% = EC100. activation, % at 3 µM. P30559. actives 0.061% (n = 320,000);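 active = activation above that plate's cutoff, the mean activation of tested compounds plus 3 SD, cut at about 6.6% in these data, passing the limit was not always enough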;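 also: 100% uses oxytocin at 75 nM as the full agonist control; some results filed as inactive read as strong as hits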
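Dosing: Single dose, 3.0 µM nominal final compound concentration | Material: Human OTR in CHO cells | Technique: Kinetic Fluo-8 calcium fluorescence | Benchmarks: EC15 oxytocin alone as 0%, 75 nM oxytocin as 100% | Probe or stimulus: Oxytocin at about EC15, sub-maximal agonist stimulus | Incubation: Compound 6 min at room temperature before oxytocin, 100 s read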
CHRM1 agonist = activates human CHRM1 receptor; P11229; CHO-K1 hM1, Fluo-8 calcium fluorescence, agonist mode; 0% DMSO, 100% acetylcholine EC100; activation, % at 3 µM; actives 0.33% (n = 360,000); AID 588814;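 active = activation above the run's mean compound activation plus 3 SD, cut at about 16% in these data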;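 also: peak over basal fluorescence ratio within a 140 s kinetic read after compound addition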
CHO parental Ca = counter-screen: ATP calcium response change in parental CHO cells; actives 0.63% (n = 330,000); inhibition, % at 5.6 µM; parental CHO-K1, ATP-induced calcium, Fluo-8 fluorescence;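 active = inhibition above that plate's mean sample inhibition plus 3 SD, cut at about 26% in these data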;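 also: 0% = ATP-challenged DMSO wells and 100% = DMSO wells without ATP; some compounds past the cut are filed as inactive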
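Material – parental CHO cells · Reagent – ATP stimulus · Compound – single nominal dose of 5.6 µM per compound · Detection – Fluo-8 fluorescence · Read-out basis – percent inhibition of calcium signal · Controls – ATP-challenged DMSO wells low, unchallenged DMSO wells high · Repeats – no replicates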
CHO-K1 Ca antag = nonselective inhibitor or artifact in parental CHO-K1 cells; ATP-induced calcium, Fluo-8 fluorescence; inhibition, % at 3 µM; actives 0.6% (n = 360,000);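 active = inhibition above a per-plate cutoff, the plate's mean sample inhibition plus 3 SD, cut at about 24% in these data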;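 also: 0% = DMSO plus EC80 ATP and 100% = DMSO alone without ATP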
TAAR1 agonist = human TAAR1 agonism | Q96RJ0 | CHO RD-HGA16 TAAR1, Fluo-8 calcium fluorescence; vehicle wells 0%, saturating PEA agonist 100% | activation, % at 3 µM | actives 0.99% (n = 360,000);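 active = activation above the mean activation of all test compounds in the run plus 3 SD, cut at about 38% in these data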
Target sequence (Q96RJ0 whole entry, looked up): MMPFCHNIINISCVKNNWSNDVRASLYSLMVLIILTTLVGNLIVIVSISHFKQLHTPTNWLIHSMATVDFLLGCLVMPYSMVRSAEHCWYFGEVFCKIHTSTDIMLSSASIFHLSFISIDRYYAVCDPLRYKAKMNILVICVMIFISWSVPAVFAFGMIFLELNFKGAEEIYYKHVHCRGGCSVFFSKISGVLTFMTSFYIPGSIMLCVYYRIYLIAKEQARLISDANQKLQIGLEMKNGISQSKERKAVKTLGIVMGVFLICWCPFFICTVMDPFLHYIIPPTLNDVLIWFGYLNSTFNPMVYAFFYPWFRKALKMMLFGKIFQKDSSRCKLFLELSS
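Test system: RD-HGA16 (CHO) cells co-expressing Gα16 and hTAAR1; dosing: one-point dosing at 3 µM (nominal); timing: 17-24 h seeding, 75 min 37 °C dye, 30 min RT; signal: kinetic Fluo-8 calcium fluorescence; read-out basis: % activation relative to PEA EC100 response; controls: DMSO and PEA EC100; replicates: n 1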
CHO-K1 Ca ag = M1 agonist counterscreen hit in parental CHO-K1 cells; Fluo-8 calcium fluorescence; scaled to maximal ATP response, vehicle zero; activation, % at 3 µM; actives 0.48% (n = 360,000); AID 602248; in the data active = activation above about 15%;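 also: untransfected CHO-K1 host cells lacking M1 receptor as counterscreen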
TAAR1 antag = antagonists of human TAAR1; CHO RD-HGA16 TAAR1, Fluo-8 calcium fluorescence, antagonist; actives 1.5% (n = 360,000); inhibition, % at 3 µM;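 active = inhibition above a per-plate cutoff, the mean inhibition of test compounds on that plate plus 3 SD, cut at about 49% in these data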;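 also: 0% = DMSO plus EC80 beta-PEA response and 100% = DMSO alone without agonist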
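test system = CHO RD-HGA16 cells bearing hTAAR1 | replication = singlicate | controls = DMSO-only wells and EC80 β-PEA-stimulated wells | reagent = EC80 β-phenethylamine stimulus | read-out basis = percent inhibition of PEA-evoked calcium signal, max/basal emission ratio | schedule = seeding 17-24 h prior, 75-min 37 °C, 30-min RT dye loading | signal = kinetic Fluo-8 calcium fluorescence measurement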
V1aR counter = activates human V1a receptor in oxytocin agonist counter-screen; P37288; CHO-V1R cells, Fluo-8 calcium fluorescence, agonist mode; 0% DMSO, 100% 3 nM vasopressin; AID 2797; actives 0.25% (n = 320,000); activation, % at 3 µM;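 active = activation above the mean activation of all tested compounds plus 3 SD, per screening run, cut at about 20% in these data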;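 also: signal is peak over basal fluorescence ratio across a 100 second FLIPR read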
Target sequence (P37288 whole entry, looked up): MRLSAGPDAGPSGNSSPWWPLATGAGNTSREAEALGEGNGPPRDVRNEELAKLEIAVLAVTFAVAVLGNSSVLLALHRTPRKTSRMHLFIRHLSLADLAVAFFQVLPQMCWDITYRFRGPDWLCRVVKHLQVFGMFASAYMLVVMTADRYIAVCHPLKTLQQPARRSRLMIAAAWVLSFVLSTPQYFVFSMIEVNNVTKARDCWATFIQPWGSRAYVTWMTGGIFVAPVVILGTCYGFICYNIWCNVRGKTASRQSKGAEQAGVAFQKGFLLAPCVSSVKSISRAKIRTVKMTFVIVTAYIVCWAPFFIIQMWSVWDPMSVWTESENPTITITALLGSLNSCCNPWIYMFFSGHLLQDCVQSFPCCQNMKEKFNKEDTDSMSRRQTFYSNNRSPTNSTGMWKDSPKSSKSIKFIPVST
The depositor's hits bear a star; nt = not tested or not shown.

SMILES	CHO-K1 Ca PAM	OXTR potentiate	CHRM1 agonist	CHO parental Ca	CHO-K1 Ca antag	TAAR1 agonist	CHO-K1 Ca ag	TAAR1 antag	V1aR counter
O=C1NC(=Nc2ccccc2Cl)S/C1=C\c1cccc([N+](=O)[O-])c1	2	-7	-2	4	9	-2	7.5	14	0.6
CC(C)(C)C1CCc2c(sc(NC(=O)c3ccncc3)c2C(N)=O)C1 (stereo unspecified)	11	-1	-5	-30	-3	0	0.8	-24	0.9
CNCC/C=C1/c2ccccc2CSc2ccccc21	17	-5	-2	-2	-1	6	4.7	-5	1.5
COc1cccc(C(=O)N2N=C(c3ccccn3)CC2(O)C(F)(F)F)c1 (stereo unspecified)	-16	4	-5	-11	14	-2	-0.3	-28	0.1
CCOC(=O)N(C)C[C@@H]1OCc2cn(nn2)CCCC(=O)N([C@@H](C)CO)C[C@H]1C	9	nt	-2	nt	-1	5	0.3	3	nt
CCN1CCN(CCNC(=O)c2ccc(/C=C3\Sc4ccccc4N(Cc4ccccc4F)C3=O)cc2)CC1	1	-13	-1	-28	-2	31	4.3	47	4.2
Cc1ccc(S(=O)(=O)Nc2cc(C)cc(CCNC=O)c2C)cc1	-5	nt	1	nt	6	3	6.6	8	nt
CC(C)CC(=O)Nc1c2c(nn1-c1ccc([N+](=O)[O-])cc1)CS(=O)(=O)C2	16	-2	-3	-16	-9	1	3.0	-6	0.6
COc1ccccc1OCCCCCNCCO	-11	-11	-5	-4	-8	1	0.1	-11	-0.6
Nc1nc(=O)n(C2CC(O)C(CO)O2)cc1F (stereo unspecified)	-14	nt	-2	nt	-12	1	0.8	-9	nt
O=C(COC(=O)c1cccc([N+](=O)[O-])c1)c1ccc(OCc2ccccc2)cc1	26	-5	-4	53*	-6	1	1.0	-2	8.0
CC(C)C1N=C(c2ccc3c(c2)OCO3)CC(c2ccccc2O)N1 (stereo unspecified)	25	-2	-4	-5	-6	7	3.4	24	1.0
O=C(NCC1CCCO1)C(c1ccccn1)N(Cc1ccccc1Cl)C(=O)CN1C(=O)c2ccccc2S1(=O)=O (stereo unspecified)	12	-13	-9	-9	-3	4	2.7	3	0.4
CCCC1Cc2c(sc(N)c2C#N)CO1 (stereo unspecified)	-14	-16	-4	-7	0	1	-0.2	-35	-0.4
O=C(Nc1ccnn1C1CCN(C(=O)c2ccc(C(F)(F)F)cc2)CC1)C1CC1	11	-6	-3	-13	-18	2	0.7	-10	0.7
CC12c3ccccc3C(c3ccccc31)C1C(=O)N(c3cccnc3)C(=O)C12 (stereo unspecified)	9	-15	-1	-25	0	2	0.5	-12	2.4
N#CCCn1cc(/C=C(\C#N)c2nc3ccccc3s2)c(-c2ccc(F)cc2)n1	12	-13	-1	-4	-13	15	0.5	1	5.2
O=C(COC(=O)c1ccc(Cl)cc1)NC(=O)NC1CCCC1	23	nt	-2	nt	-4	-1	5.2	-20	nt
Cc1ccc(-c2cnc(C(O)c3ccc(Cl)cc3C)[nH]2)cc1 (stereo unspecified)	8	nt	0	nt	-7	1	1.5	-9	nt
CCN1CCCC1CNC(=O)c1cc2c(-c3cccc(OC)c3)nn(C)c2s1 (stereo unspecified)	8	-9	-5	-22	-4	0	0.5	-7	0.4
O=C(NC(=S)Nc1ccc(CN2CCOCC2)cc1)c1ccccc1[N+](=O)[O-]	13	-10	-9	-9	-13	2	0.6	-8	1.5
Cc1ccccc1-c1cc(C(=O)NCc2ccco2)n(CC2CC(c3cccnc3)=NO2)n1 (stereo unspecified)	7	-7	0	-29	-12	8	1.3	11	-1.1
Cc1ccc(NS(=O)(=O)c2cccc(C(=O)n3ncc(C#N)c3N)c2)c(C)c1	10	-9	-2	-17	1	11	0.5	-21	-0.3
CCS(=O)(=O)N1Cc2ccccc2CC1C(=O)Nc1ccc(OC)cc1OC (stereo unspecified)	-2	-12	-6	-26	8	0	-0.2	1	0.7
CC(=Nc1cccc(C)c1)c1sc2ccccc2c1O	9	-11	-5	-18	1	27	1.0	12	2.2
CCNc1nc(NCC)nc(Oc2ccc(OCc3ccccc3)nn2)n1	nt	-6	nt	-8	nt	1	nt	0	-0.5
O=C(CSc1nc2nccnc2c(=O)n1Cc1cccs1)Nc1ccccc1F	-24	-12	-1	-25	-3	7	1.3	-20	4.5
COc1ccc(C)cc1NC(=O)CC(NC(C)=O)c1ccccc1 (stereo unspecified)	7	-10	-2	-15	-9	0	0.1	3	-0.1
O=C(O)/C=C/c1coc2ccccc2c1=O	0	-2	-7	-5	1	7	0.2	0	0.1
Cc1nn(C)cc1/C=N/NC(=O)c1sc2ccccc2c1Cl	10	-2	-2	-6	-10	9	0.5	0	0.5
CC1CCC(C(C)C)C(OC(=O)C[n+]2cc(-c3ccc(Cl)cc3)n3c2CCC3)C1 (stereo unspecified)	10	-6	-2	-6	-3	5	0.7	-19	-0.3
Cn1c(N/N=C2\CCCc3ccccc32)nc2c1c(=O)n(Cc1ccccc1)c(=O)n2C	21	-5	-4	-15	0	0	9.5	-4	0.5
COc1ccc(/C=N/N2CCN(c3ccccc3OC)CC2)cc1Br	11	-19	-3	-4	-4	0	0.4	1	0.4
C=CCn1cc(C(=O)N2CCN(C)CC2)c(=O)c2cc(S(=O)(=O)N3CCCC3)ccc21	17	-1	-10	-3	-3	6	0.4	-2	0.4
CC(C)c1ccccc1NC(=S)NC(C)c1ccccc1 (stereo unspecified)	-11	0	-10	-8	15	-1	0.3	12	0.2
CCOC(=O)CSC1=C(C#N)C(c2ccccc2C)C2=C(CCCC2=O)N1 (stereo unspecified)	20	-7	-3	-5	-8	3	0.4	11	0.2
Cc1ccc(S(=O)(=O)CCC(=O)Nc2ccccc2Cl)cc1	-6	-4	-4	-13	-13	-2	0.2	-9	0.0
O=C(CN1CCN(Cc2ccc(Cl)cc2)CC1)N/N=C/c1ccccc1F	28	1	-4	-13	-9	30	4.7	-12	3.1
Cn1ncc(Cl)c1C(=O)N/N=C/c1ccccn1	15	-1	-9	-3	-3	0	0.5	12	1.0
Cc1ccccc1OCC(=O)NCC(=O)OCC(=O)c1ccc2ccccc2c1	0	-3	-6	-19	-2	7	-0.3	9	1.0

In a second layout: results already given
O=C(CN1CCN(Cc2ccc(Cl)cc2)CC1)N/N=C/c1ccccc1F
  CHO-K1 Ca PAM = 28	OXTR potentiate = 1	CHRM1 agonist = -4	CHO parental Ca = -13	CHO-K1 Ca antag = -9	TAAR1 agonist = 30	CHO-K1 Ca ag = 4.7	TAAR1 antag = -12	V1aR counter = 3.1
Cn1ncc(Cl)c1C(=O)N/N=C/c1ccccn1
  CHO-K1 Ca PAM = 15	OXTR potentiate = -1	CHRM1 agonist = -9	CHO parental Ca = -3	CHO-K1 Ca antag = -3	TAAR1 agonist = 0	CHO-K1 Ca ag = 0.5	TAAR1 antag = 12	V1aR counter = 1.0

Carrying on.
SMILES	CHO-K1 Ca PAM	OXTR potentiate	CHRM1 agonist	CHO parental Ca	CHO-K1 Ca antag	TAAR1 agonist	CHO-K1 Ca ag	TAAR1 antag	V1aR counter
CCC(C)NC(=O)CN(c1cc(C)ccc1OC)S(C)(=O)=O (stereo unspecified)	-5	-2	-3	4	-12	6	0.5	6	0.2
CCOC(=O)CS(=O)(=O)c1ccc2ccccc2c1	7	-7	-4	5	6	2	1.2	-4	-0.2
CCOC(=O)c1[nH]c(C)c(C(=O)OCc2ccccc2F)c1C	1	-6	-4	-7	-7	0	2.6	2	0.9
NC(=O)c1cc([N+](=O)[O-])ccc1NCc1ccc(N)cc1	2	-4	-3	0	1	9	0.7	-1	2.3
COc1ccc(CCN(C(=O)c2cccc(F)c2)C2CC(=O)N(c3ccccc3)C2=O)cc1 (stereo unspecified)	1	-7	-5	-17	3	2	0.8	-12	-0.1
COc1ccccc1NC(=O)NC1(C(=O)N2CCN(C)CC2)CCCCC1	3	1	-1	-2	-8	-1	0.7	0	0.2
Cc1ccc(Cl)cc1N1CCN(S(=O)(=O)c2c(C(=O)N3CCOCC3)c(C)n(C)c2C)CC1	17	-10	-3	-15	7	4	3.2	8	4.6
Cc1ccc(C)c(OCC(=O)NCC2COc3ccccc3O2)c1 (stereo unspecified)	-3	1	-3	-15	-7	1	0.4	2	-0.4
O=C(NC(N1CCCCCC1)C(Cl)(Cl)Cl)c1ccccc1Cl (stereo unspecified)	23	-1	-4	-14	-12	4	1.4	-13	0.1
COc1ccc(C(=O)N/N=C/c2ccc(N3CCOCC3)o2)cc1OC	10	-2	-6	-1	-9	1	0.3	6	1.1
CC(C)(C)c1ccc(OCCCC(=O)N2CCOCC2)cc1	18	-1	-4	-3	-2	7	1.1	-28	3.5
CCOC(=O)/C=C1\SCC(=O)N1CC(=O)Nc1ccc(C(C)C)cc1	17	-10	-5	-5	-4	3	1.0	-2	2.8
Cc1cccc(NC(=O)CSc2nnc(C3CC3)n2CC2CCCO2)c1C (stereo unspecified)	19	-3	-6	-5	-17	4	1.5	-14	0.0
Cc1cc(C(=O)Nc2ccc3c(c2)CCC3)ccc1[N+](=O)[O-]	12	-15	-7	-22	-8	-3	3.7	-23	-0.3
Cc1cc(-c2nn(-c3ccccc3F)cc2CN2CCCC(C(N)=O)C2)c(C)s1 (stereo unspecified)	10	0	-5	3	-7	1	0.3	-22	0.5
CC1CN(C(=O)c2ccccc2OCc2ccc(Cl)cc2Cl)CC(C)O1 (stereo unspecified)	7	1	-9	-24	-12	5	0.1	-4	-1.4
O=C(CC1C(=O)NCCN1Cc1ccc(Cl)c(F)c1)NC1CCCCC1 (stereo unspecified)	8	-2	-2	-13	-10	0	1.3	-7	1.6
Cc1cc(C)cc(N(C(=O)c2sc(C)nc2C)C(C(=O)NC(C)(C)C)c2ccncc2)c1 (stereo unspecified)	-14	-1	-3	-8	8	1	-0.1	-24	-0.3
O=C(O)c1cc2ccccc2c2c1C(=O)c1ccccc1-2	6	nt	-2	nt	0	1	0.2	-11	nt
CCCn1c(SCC(=O)NC2CC2)nnc1-c1ccccn1	11	-12	0	-9	-5	0	-0.3	5	-0.4
COc1ccc(NC(=O)/C(C#N)=C\c2ccc(N3CCOCC3)o2)cc1	-20	-36	69*	47*	35*	135*	54*	76*	117*
COCCN(C(=O)COC(=O)c1cc2ccccc2cc1OC)c1c(N)n(Cc2ccccc2)c(=O)[nH]c1=O	-6	-8	-4	-19	-4	0	0.6	-17	0.6
CC(C)C(=O)N(Cc1ccccc1)c1ccccn1	1	-3	-4	-6	6	3	0.0	-9	0.6
